# From PubChem
# TTR transcr act: TTR transcription activators in neuroblastoma reporter cells, primary screen, cell-based, luminescence, SH-SY5Y, TTR promoter Gaussia luciferase | 100% = recombinant luciferase protein wells | activation, % at 16.7 µM | actives 1.3% (n = 92,000) | AID 1117267, 2014;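 active = activation above the mean of all tested compounds plus 3 SD, cut at about 9.5% in these data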;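 note: cells exposed to compounds for one day before reading; 0% = median of all test compound wells on the plate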
# * = called active by the depositor. A portion of the library. The share of hits here may be higher or lower than overall.
SMILES,TTR transcr act
CCC12CCCN3CCc4c(n(c5ccccc45)C(O)(C(=O)OC)C1)C32 (stereo not drawn),3.1
O=C1c2c(O)cccc2C(C2OC(CO)[C@@H](O)[C@H](O)[C@H]2O)c2cc(CO)cc(O)c21 (stereo partly drawn),-4.1
CCOc1ccc(NC(=S)N2CCC(C(O)(c3ccccc3)c3ccccc3)CC2)cc1,9.3
Oc1cc2c(cc1O)C1c3ccc(O)c(O)c3OCC1(O)C2 (stereo not drawn),-0.8
CN=C(N)NC(=O)Nc1c(C)cccc1C,1.6
COc1cccc2c(NCc3ccccc3)nc(-n3c(N)nc4ccccc43)nc12,3.9
COc1ccc(Sc2ccc(NC(=O)c3ccccc3Cl)cc2C#N)cc1,-5.6

# Retrieved one by one from the list above (three):
SMILES,TTR transcr act
O=C1c2c(O)cccc2C(C2OC(CO)[C@@H](O)[C@H](O)[C@H]2O)c2cc(CO)cc(O)c21 (stereo partly drawn),-4.1
COc1cccc2c(NCc3ccccc3)nc(-n3c(N)nc4ccccc43)nc12,3.9
CN=C(N)NC(=O)Nc1c(C)cccc1C,1.6
